From PubChem BioAssay
aSyn rescue: inhibitors of alpha-synuclein toxicity in yeast; hit rate 0.14% among 370,000; Yeast expressing alpha-synuclein, growth rescue, BacTiter-Glo, 24 h; Potency, µM (doses to about 46.1 µM), without a hit: at the highest dose growth rescue (activation), usual class: activators; further: potency means the concentration at half of the fitted maximal effect; % of control where 0% means no effect; nearly all actives have a fitted effect of over 65% in size
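Rescue of yeast growth: cells expressing toxic alpha-synuclein, induced in galactose at OD600 0.02, incubated with compound 24 h at 30 C. ATP luminescence quantified growth; inhibitors of toxicity appear as activators.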
FUS suppressor: FUS proteinopathy suppression in yeast; S. cerevisiae FUS-expressing, growth rescue, OD600, 24 h; Potency, µM (series often up to 76.6 µM), for the others: top-dose growth rescue (activation), most hits filed as activators; hit rate 0.24% among 390,000; AID 1347120;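 further: potency means the concentration at half of the fitted maximal effect; plate controls were DMSO vehicle for no effect and reference control for full effect; nearly all actives have a fitted effect of over 55% in size; some results filed as inactive show a strong effect at the top dose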
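Quantitative HTS measuring growth restoration of FUS-toxic yeast. Galactose-induced cells (OD 0.005) were exposed 24hr at 30C to compounds at several concentrations, then absorbance at 600 nm was recorded.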
PI5P4Ka inh: blocks human PI5P4K alpha kinase activity; P48426; PI5P4Kalpha enzyme, ADP-Glo luminescence, 60 min; hits give low values; max response, %; hit rate 1.2% among 330,000; active means max response of -50% or lower; inconclusive means between -30% and -50%; inactive means -30% or higher; further: value at the top dose of about 77 µM; on the % scale 0 is the no-effect control and ±100 the full control effect
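Quantitative HTS of the MLSMR library against PI5P4Kalpha with substrate. ATP added last at 5 microM final; room temperature, 60 minutes. Remaining ATP depleted, ADP converted and read as luminescence.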
EPAC1 antagonist: blocks human EPAC1 exchange factor | O95398 | EPAC1 GEF assay, Rap1b-BODIPY-GDP exchange fluorescence | Potency, µM (titrated, usually from 115 µM), for inactives: top-dose activity change, negative = inhibition, actives largely listed as inhibitors | hit rate 0.14% among 360,000 | AID 720709;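 further: potency means the concentration at half of the fitted maximal effect; plate controls were vehicle for no effect and positive control for full effect; nearly all actives have a fitted effect of over 50% in size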
PLK1 PBD block: PLK1 (human) polo-box domain binding inhibition | Potency, µM, for the others: max response, negative = inhibition, usual class: inhibitors | Plk1 PBD binding of FITC phosphopeptide, fluorescence polarization | hit rate 2.8% among 360,000 | P53350; further: potency means the concentration at half of the fitted maximal effect; series mostly up to about 57 µM; on the % scale 0 is the no-effect control and ±100 the full control effect; nearly all actives have a fitted effect of over 65% in size
WRN inhibitor: WRN helicase (human) inhibition | Potency, µM (doses to about 114 µM), for inactives: at the top dose activity change, negative = inhibition, hits mostly inhibitors | Q14191 | WRN helicase unwinding, fluorescent forked duplex, kinetic | hit rate 0.46% among 360,000; further: potency means the concentration at half of the fitted maximal effect; on the % scale 0 is the no-effect control and ±100 the full control effect; nearly all actives have a fitted effect of over 55% in size
Target sequence (Q14191 whole entry, looked up): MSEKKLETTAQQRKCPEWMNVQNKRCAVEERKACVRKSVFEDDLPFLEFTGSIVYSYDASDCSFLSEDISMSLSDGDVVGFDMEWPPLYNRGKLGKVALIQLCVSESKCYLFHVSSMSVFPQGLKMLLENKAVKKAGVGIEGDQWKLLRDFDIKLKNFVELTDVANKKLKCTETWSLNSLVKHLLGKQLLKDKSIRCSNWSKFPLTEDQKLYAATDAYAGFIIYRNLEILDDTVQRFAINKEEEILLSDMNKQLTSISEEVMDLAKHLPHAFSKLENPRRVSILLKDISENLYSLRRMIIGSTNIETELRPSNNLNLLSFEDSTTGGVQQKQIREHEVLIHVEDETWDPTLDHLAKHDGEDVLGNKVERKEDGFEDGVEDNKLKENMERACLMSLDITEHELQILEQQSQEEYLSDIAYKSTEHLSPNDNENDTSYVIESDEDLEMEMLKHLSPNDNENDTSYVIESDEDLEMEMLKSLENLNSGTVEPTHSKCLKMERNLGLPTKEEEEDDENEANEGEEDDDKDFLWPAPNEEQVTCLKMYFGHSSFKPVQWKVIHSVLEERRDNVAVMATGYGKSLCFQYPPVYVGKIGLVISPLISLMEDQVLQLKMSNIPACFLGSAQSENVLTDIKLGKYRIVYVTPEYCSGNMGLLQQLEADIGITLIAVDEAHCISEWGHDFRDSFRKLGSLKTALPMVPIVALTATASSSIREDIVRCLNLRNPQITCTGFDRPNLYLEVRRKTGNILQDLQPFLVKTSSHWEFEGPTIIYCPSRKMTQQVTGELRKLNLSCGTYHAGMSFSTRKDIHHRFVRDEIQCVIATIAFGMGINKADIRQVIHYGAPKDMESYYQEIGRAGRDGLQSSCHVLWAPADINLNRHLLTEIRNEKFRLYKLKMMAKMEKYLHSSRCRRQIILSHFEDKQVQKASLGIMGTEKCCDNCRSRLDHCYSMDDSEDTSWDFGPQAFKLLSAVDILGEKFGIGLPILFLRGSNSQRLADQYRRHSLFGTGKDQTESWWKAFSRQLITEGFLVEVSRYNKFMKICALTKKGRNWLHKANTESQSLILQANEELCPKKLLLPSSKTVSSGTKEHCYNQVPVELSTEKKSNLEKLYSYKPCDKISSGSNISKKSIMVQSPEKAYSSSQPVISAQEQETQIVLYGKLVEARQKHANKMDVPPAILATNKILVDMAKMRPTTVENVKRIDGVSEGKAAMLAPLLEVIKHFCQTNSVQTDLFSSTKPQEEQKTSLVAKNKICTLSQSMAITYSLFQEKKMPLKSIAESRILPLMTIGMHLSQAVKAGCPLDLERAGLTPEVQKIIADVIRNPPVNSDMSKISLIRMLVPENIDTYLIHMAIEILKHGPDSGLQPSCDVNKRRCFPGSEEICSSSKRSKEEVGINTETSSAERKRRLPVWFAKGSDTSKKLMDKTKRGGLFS
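Enzyme (20 nM final) and test compound sit together 15 min at room temperature before substrate addition. Substrate is a single-forked duplex oligonucleotide (100 nM) labelled with fluorophore and quencher, with 2 mM ATP; helicase unwinding raises red fluorescence, read kinetically.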
Abeta yeast res: compounds reversing amyloid beta toxicity in yeast; yeast expressing A-beta42, growth rescue, OD600, 48 h; response scale: 0% DMSO, 100% iron-clioquinol control; Potency, µM (doses to about 46.1 µM), for the others: at the highest dose growth rescue, usual class: activators; hit rate 0.063% among 410,000; AID 1347071; further: potency means the concentration at half of the fitted maximal effect; nearly all actives have a fitted effect of over 55% in size
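Growth rescue measured by 600 nm absorbance after 48 h yeast culture at 30 C with compound. Values normalized between DMSO and an equimolar ferric chloride plus clioquinol control.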
IL-2 act: activators of IL-2; hit rate 0.065% among 360,000; IL-2 activation reporter assay, cell-based qHTS; stimulated with anti-CD3/CD4/CD28 beads; in transgenic mouse T cells; AID 652025; activation, % (series mostly up to about 46 µM); in the data active means activation above about 50%; inconclusive means mostly about 30% to 49%; further: 0% is about no effect
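Readout: EGFP and DsRed signals by fluorescent plate cytometry. Unstimulated transgenic mouse T cells received compound 60 min before antibody-bead stimulation, then incubated 18 h at 37 degrees C.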
EPAC1 ag: agonists of human EPAC1; O95398; EPAC1 agonist qHTS, biochemical assay; response scale: 100% = response to 6.5 mM cAMP; Potency, µM (series often up to 154 µM), for inactives: top-dose activation, most hits filed as activators; hit rate 0.073% among 360,000; AID 720707; further: potency means the concentration at half of the fitted maximal effect; nearly all actives have a fitted effect of over 60% in size
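Compounds were pinned as a concentration titration into mixtures of EPAC1 (100 nM), BODIPY-GDP-loaded Rap1B (250 nM) and GDP (50 uM). After 5 min at room temperature, fluorescence was followed for 30 min; activity was scaled to 6.5 mM cAMP.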
Starred values were filed as active, the others as inactive; ? = inconclusive; . = not tested or not shown; [ ] = another dose, or the depositor's remark. Unless noted, the call rests on the fitted dose curve; in most records, active means well fitted curve in the direction sought with a large enough effect; inconclusive means small, poorly fitted or top-dose-only effect, or another doubt; inactive means no such curve, though single readings can be large; an effect the other way counts as inactive or inconclusive.

SMILES	aSyn rescue	FUS suppressor	PI5P4Ka inh	EPAC1 antagonist	PLK1 PBD block	WRN inhibitor	Abeta yeast res	IL-2 act	EPAC1 ag
CCCOc1c(Cl)cc(C(=O)Nc2ccc3c(c2)OCO3)cc1OCC	-11%	42%	-7	0%	-5%	-4%	-2%	-3.1	3%
CC(=O)c1cccc(OCc2cc(C(=O)N(C)Cc3ccc(C)o3)no2)c1	2%	.	-19	-13%	-30%	-24%	-15%	-4.5	1%
CCc1noc(C)c1C(=O)N(C)CC(=O)Nc1ccc(OC)cc1	4%	2%	-2	8%	8%	4%	-2%	0.9	2%
COc1ccc(Cl)cc1NC(=O)c1ccco1	-15%	-30%	-6	-4%	-7%	-2%	-12%	-2.1	-1%
Cc1c(C(=O)NCc2cccc([N+](=O)[O-])c2)sc(=O)n1Cc1ccc(F)cc1	10%	24%	-8	-30%	-3%	5%[57.1 µM]	4%	0.2	-8%
Cc1nc(=O)c(-c2ccccc2)c(C)n1-c1ccc(S(N)(=O)=O)cc1	0%	14%	-4	5%	-3%	-1%	-3%	-0.5	7%
COCCN1C(=O)C(=O)/C(=C(/O)c2ccc(S(=O)(=O)N3CCOCC3)cc2)C1c1cccc([N+](=O)[O-])c1 (stereo not drawn)	-12%	6%	-2	1%	-28%	8%	20%	-0.9	13%
CC(=O)c1ccc(S(=O)(=O)NCc2nnnn2-c2ccccc2)cc1	3%	9%	1	-1%	-20%	4%[11.6 µM]	-3%	-0.7	0%
COc1ccc(NS(=O)(=O)c2cccc(C(=O)N/N=C(\C)c3cccnc3)c2)cc1	4%	12%	-8	-3%	0%	-22%	-11%	0.9	0%
Cc1nnc(NC(=O)c2ccc(S(=O)(=O)N(C)c3ccccc3)cc2)s1	-3%	.	4	-2%	-7%	-15%	3%	-2.7	6%
CCN(CC)c1cc(Cl)c2nonc2c1N	3%	-16%	0	9%	-13%	-10%	-10%	-0.7	-5%
CCOc1ccc(S(=O)(=O)NCCC(=O)OC(C)C(=O)N2CCc3ccccc32)cc1 (stereo not drawn)	1%	32%	-2	-1%	-6%	4%	18%	-1.6	8%
CC(CCl)OC(C)CCl (stereo not drawn)	6%	-30%	-4	-24%	2%	5%	-6%	0.4	3%
CCOC(=O)/C(N=Nc1ccc(Cl)cc1)=C(/O)c1ccc([N+](=O)[O-])cc1	-1%	3%	-3	0%	-13%	-10%	23%	0.9	-3%
CSc1nc(N)n2nccc2n1	-6%	-15%	0	-4%	-7%	-7%	-4%	0.6	16%
CCc1nc(CNC(=O)C2CCC(=O)N(Cc3ccccc3F)C2)no1 (stereo not drawn)	-5%	11%	0	13%	-4%	1%	-12%	-1.8	3%
COCCNC(=O)c1cc(OC)c(OC)cc1[N+](=O)[O-]	1%	-4%	-2	-1%	-1%	-1%	8%	1.0	1%
COc1ccc(NS(=O)(=O)c2cccc(Cl)c2)cc1S(=O)(=O)N1CCCCC1	0%	-5%	-1	11%	3%	-35%[57.1 µM]	12%	-0.4	-3%
O=C(CSc1ncc(-c2ccccc2)n1C1CCCC1)N1CCc2ccccc21	?	34%	.	-12%	-24%	-2%	22%	-2.8	4%
Cc1ccc(Sc2ncccc2COC(=O)Nc2c(C)cccc2C)cc1	4%	15%	25	?	-5%	-20%	-11%[9.22 µM]	-3.8	0%
COc1cccc(NC(=O)CN(C)C(=O)CCCNC(=O)c2ccc(Cl)cc2)c1	-6%	.	-1	6%	-6%	?	-13%	-1.9	1%
COC(=O)c1ccc(CC2(C)C(=O)Nc3ccc(OC(F)(F)F)cc32)o1 (stereo not drawn)	16%	24%	0	-9%	-9%	0%	-2%	-0.7	-12%
CC1=C(C(=O)N2CCOCC2)CC(CC(=O)NCc2cccc3ccccc23)C(=O)N1Cc1ccc(F)cc1 (stereo not drawn)	-2%	6%	5	19%	3%	-5%	-6%	1.8	-5%
Cc1noc(C)c1NC(=O)N(C)C[C@H]1Oc2ccc(NC(=O)CCC(F)(F)F)cc2C(=O)N([C@H](C)CO)C[C@@H]1C	-1%	3%	-1	-10%	-17%	8%	-11%	-3.7	-1%
S=C(NCc1cccnc1)c1ccccc1	-2%	-2%	-2	-10%	-1%	0%	-2%	0.5	2%
Cc1onc(-c2c(F)cccc2Cl)c1C(=O)Nc1nc2c(s1)CCCC2	-7%	43%	.	-9%	-5%	-15%	23%	23	12%
Cc1cc(C(=O)OCC(=O)Nc2cccc(S(N)(=O)=O)c2)c2ccccc2n1	-1%	8%	-2	?	-1%	-7%	-10%	2.8	7%
Cc1ccc(NC(=O)c2ncn(CCCNCc3ccccc3)n2)cc1C	-1%	-3%	5	3%	-1%	-3%	8%	-0.2	0%
CCOC(=O)N1CCN(c2cc(=O)n(-c3ccc(OC)cc3)c(=O)[nH]2)CC1	-11%	3%	.	6%	-9%	-3%	3%	-0.8	0%
CCCCNC(=O)c1sc2ncnc(N3CCc4ccccc4C3)c2c1C	-1%	31%	.	7%	27µM*	-14%	-27%	-1.8	1%
CC12CCC(C(=O)N/N=C/c3ccc(O)cc3O)(OC1=O)C2(C)C (stereo not drawn)	-7%	16%	1	20%	-2%	-2%	-3%	-0.3	-7%
CCn1nnnc1Oc1ccc(Cl)cc1	1%	-15%	.	-3%	-2%	2%	-6%	-1.9	5%
Cn1c(=O)c2c(nc(N/N=C/c3ccc(OC(=O)c4ccco4)cc3)n2Cc2ccccc2)n(C)c1=O	0%	.	5	0%	-13%	11%	10%	5.3	1%
CC(C)(C)c1ccc(C(=O)Nc2ccc(C(=O)NCc3cccnc3)cc2)cc1	-10%	10%	0	-14%	6%	-18%	-11%	-3.6	-2%
NNC(=O)/C=C/c1ccc(Cl)cc1Cl	-8%	14%	1	-21%	-20%	0%	1%	-2.6	0%
CN(C)S(=O)(=O)c1ccc(N)c([N+](=O)[O-])c1	-11%	-28%	-2	4%	-14%	-3%	0%	-1.3	-3%

Molecules listed so far that contain a CF3 group, in the order listed:
SMILES	aSyn rescue	FUS suppressor	PI5P4Ka inh	EPAC1 antagonist	PLK1 PBD block	WRN inhibitor	Abeta yeast res	IL-2 act	EPAC1 ag
COC(=O)c1ccc(CC2(C)C(=O)Nc3ccc(OC(F)(F)F)cc32)o1 (stereo not drawn)	16%	24%	0	-9%	-9%	0%	-2%	-0.7	-12%
Cc1noc(C)c1NC(=O)N(C)C[C@H]1Oc2ccc(NC(=O)CCC(F)(F)F)cc2C(=O)N([C@H](C)CO)C[C@@H]1C	-1%	3%	-1	-10%	-17%	8%	-11%	-3.7	-1%

More results follow.
SMILES	aSyn rescue	FUS suppressor	PI5P4Ka inh	EPAC1 antagonist	PLK1 PBD block	WRN inhibitor	Abeta yeast res	IL-2 act	EPAC1 ag
CCC12CCC3c4ccc(O)cc4CCC3C1CC(O)C2O (stereo not drawn)	4%	.	-2	3%	-3%	7%	4%	-0.6	7%
CCCn1c(CC)nc([N+](=O)[O-])c1Sc1ccc(F)cc1	1%	6%	.	-1%	-13%	-3%	-10%	-2.9	8%
COc1ccc(-c2csc(Nc3cccc(C)n3)n2)cc1	-27%	5%	3	1%	?	-9%	24%	-0.5	5%
N#CCCN(Cc1ccccc1)S(=O)(=O)c1cccs1	13%	-15%	-1	-9%	-4%	5%	-12%	1.2	-6%
CC(C)=CCc1c(O)ccc(C(=O)Cc2ccccc2)c1O	-67%[inhibitor]	5%	-1	-19%	-14%	-12%	-29%	-2.4	23%
CCCn1cc2c(c1-c1ccc(C)cc1)c(=O)n(C)c(=O)n2C	15%	5%	-1	12%	-10%	2%	6%	-2.4	-4%
COc1cc(C(=O)N/C(=C\c2cn(C)c3ccccc23)C(=O)NCCCN2CCOCC2)cc(OC)c1OC	1%	-9%	-5	-5%	17µM*	-9%	?	-1.2	1%
O=C(CSC1=NCCS1)N1N=C(c2cccs2)CC1c1ccc(F)cc1 (stereo not drawn)	0%	?	-1	-1%	2%	-3%	13%	-2.9	-1%
CCOc1ccc(-c2nc(CSCC(=O)NC3CC3)c(C)o2)cc1	5%	15%	1	0%	-3%	-8%	6%	0.3	6%
COc1ccc(-c2nc(C#N)c(NCc3ccccc3Cl)o2)cc1	0%	14%	.	-1%	2%	0%	19%	-0.2	7%
Cc1cc(=O)oc2c(C)c(OCC(=O)NCCCN3CCCC3=O)ccc12	6%	-20%	-6	-3%	-14%	2%	13%	-0.6	2%
COc1cccc(NC(=O)CN(C)S(=O)(=O)c2ccc3c(c2)n(C)c(=O)c(=O)n3C)c1	0%	-3%	0	7%	3%	5%	4%	-3.6	4%
O=C(CCCc1ccncc1)c1ccccc1	-1%	.	12	4%	0%	-1%	3%	0.5	-4%
COc1ccc2occ(NC(C)=O)c2c1	-15%	5%	-1	10%	-1%	14%	4%	-3.5	-7%
Cn1cccc1C(=O)N1CCN(S(=O)(=O)c2ccccc2)CC1	-5%	18%	-4	-5%	-9%	-3%	8%	0.6	2%
CC(C)CNC1CS(=O)(=O)CC1O (stereo not drawn)	-4%	-10%	3	2%	-9%	2%	-8%	-2.9	15%
Cc1cc(C)nc(SCC(CSc2nc(C)cc(C)n2)C(=O)O)n1	0%	22%	-2	-4%	-10%	-3%	-9%	0.2	6%
O=C(NC(Cc1ccccc1)C(=O)N1CCCC(C(F)(F)F)C1)c1ccccc1 (stereo not drawn)	2%	8%	12	4%	-4%	-2%	9%	0.2	6%
COc1ccc(-c2cc(C(=O)NC(C)C)no2)cc1	0%	15%	.	-12%	0%	-5%	13%	-1.0	3%
COc1ccc(CNC(=O)C[C@H]2C[C@H](C(=O)N3CCCCC3)[C@@]3(C)c4[nH]c5cc(CCC(=O)N(C)C)ccc5c4CCN3C2=O)cc1OC	-4%	18%	6	9%	-2%	2%	-13%	-0.9	-17%
Cc1ccc(NC(=O)CCc2c(C)nn(-c3ccc(N4CCOCC4)nn3)c2C)cc1C	8%	11%	-16	-24%	27µM*	1%	-12%	-0.7	-17%
CCN(CC)C(=O)C(C)N(C#N)c1nc(SC)nc(N(C)C)n1 (stereo not drawn)	1%	14%	.	13%	-9%	-1%	-1%	0.0	-2%
CNC(=O)COc1coc(CN2CCN(c3ccc(F)cc3)CC2)cc1=O	1%	-5%	-2	-4%	-13%	6%	5%	-1.0	-2%
